MITF TRPM1 HTS – activators of MITF-driven TRPM1 promoter reporter, primary screen, cell-based, SK-MEL-5, luciferase, single point. AID 588334, 2011. SK-MEL-5 TRPM1-promoter luciferase, 24 h; % of positive control, neutral wells = 0. hit rate 0.75% among 300,000. activation, % at 12.5 µM;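 active = mean activation of at least 80% with every replicate also reaching 80%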;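 also: 0% = neutral control wells and 100% = parthenolide positive control wells; values of inactives mirror those of a sister screen read the other way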
E coli growth – E. coli V3065 growth inhibition, primary screen, counter-screen for AddAB inhibitor project, absorbance, OD600 | 18 h | inhibition, % at 11.9 µM | hit rate 0.27% among 330,000 | AID 449728, 2010;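 active = inhibition above the campaign's mean inhibition across all tested compounds plus 3 SD, cut at about 9.9% in these data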;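 also: uninfected addAB+ strain grown without phage in ampicillin broth; 0% = DMSO wells and 100% = ciprofloxacin 0.95 µg/ml wells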
SR-BI HDL uptake – inhibitors of SR-BI mediated HDL lipid uptake, primary screen, ldlA[mSR-BI] cells, fluorescence, single point. Scavenger receptor class B member 1 (Mus musculus), Q61009. ldlA[mSR-BI] CHO cells, DiI-HDL uptake fluorescence, 3 h. inhibition, % at 12.5 µM. hit rate 0.96% among 320,000;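 active = mean replicate inhibition of at least 70% and a set share of replicates each scoring 70 or more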;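 also: 0% = median of neutral control wells and 100% = median of positive control wells; values of inactives mirror those of a sister screen read the other way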
Target sequence (Q61009 whole entry, looked up): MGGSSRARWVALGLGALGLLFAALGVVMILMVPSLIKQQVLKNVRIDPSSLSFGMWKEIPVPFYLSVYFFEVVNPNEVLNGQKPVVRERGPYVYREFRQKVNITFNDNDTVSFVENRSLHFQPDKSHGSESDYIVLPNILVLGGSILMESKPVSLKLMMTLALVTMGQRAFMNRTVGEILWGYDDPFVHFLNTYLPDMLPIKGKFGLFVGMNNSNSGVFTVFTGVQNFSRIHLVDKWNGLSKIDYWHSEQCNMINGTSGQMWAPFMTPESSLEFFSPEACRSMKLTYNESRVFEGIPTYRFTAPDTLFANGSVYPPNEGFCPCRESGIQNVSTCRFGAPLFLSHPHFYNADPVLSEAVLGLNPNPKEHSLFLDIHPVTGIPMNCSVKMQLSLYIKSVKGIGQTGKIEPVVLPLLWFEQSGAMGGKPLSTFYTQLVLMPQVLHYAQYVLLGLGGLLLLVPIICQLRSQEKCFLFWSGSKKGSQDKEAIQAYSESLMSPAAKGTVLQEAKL
CAL PDZ FP-1 – CAL PDZ peptide-binding inhibitors, primary screen, biochemical, fluorescence polarization, Cer-tagged CAL PDZ, HTS; AID 504414, 2011; purified CAL PDZ, TMR-peptide fluorescence polarization, 1 h; Golgi-associated PDZ and coiled-coil motif-containing protein (Homo sapiens), Q9HD26; inhibition, % at 20 µM; hit rate 0.02% among 330,000;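 active = highest replicate inhibition of at least 40%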;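 also: plate controls were DMSO neutral control wells for no effect and unlabeled competitor peptide control wells for full effect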
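Assay system – tagged CAL PDZ protein CerCALP, purified · Timing – 1 h at RT · Compound – single point, 20 µM · Measured by – fluorescence polarization from S- and P-plane intensities, G-factor corrected · Evaluation – inhibition from polarization loss · Probe or stimulus – TMR reporter peptide T*-PRC34 · Buffer or medium – pH 7.4 phosphate-saline buffer, reducing agent, detergent, IgG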
SR-BI DiI-HDL act – activators of SR-BI mediated DiI-HDL uptake, primary screen, ldlA[mSR-BI] CHO cells, DiI fluorescence | 3 h; 100 = double the neutral-control signal | AID 504775, 2011 | activation, % at 12.5 µM | hit rate 0.096% among 320,000;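 active = mean replicate activation of at least 60% and every replicate at or above 60%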;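 also: 0% = median plate neutral-control signal and 100% = twice that signal; values of inactives mirror those of a sister screen read the other way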
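Material: SR-BI-overexpressing, LDLR-lacking CHO cells; schedule: compound exposure 3 h, 37 °C; reagent: DiI-labelled HDL at 10 µg/mL final; technique: bottom-read fluorescence, 550/595 nm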
Wnt bcat act – Wnt/beta-catenin pathway activators, primary screen, cell-based, plate reader, single point; Wnt/beta-catenin reporter cell assay, activator; activation, % at 9.35 µM; hit rate 1.2% among 300,000; AID 743398, 2014; in the data active = activation above about 30%, passing the limit was not always enough;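 also: 0% = neutral control wells and 100% = positive control wells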
Tat export inh – E. coli Tat export inhibitors, primary screen, MC4100, TorA-mCherry reporter, fluorescence, single point. inhibition, % at 10 µM. hit rate 0.036% among 340,000;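 active = mean replicate inhibition at least 50% and at least half of replicates individually reaching 50%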;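 also: exported cargo escapes ClpAP degradation while cytoplasmic cargo is degraded and loses fluorescence; 0% = median of neutral control wells and 100% = median of NaSCN control wells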
CAL PDZ FP-2 – untagged CAL PDZ binding inhibitors, primary screen, biochemical, fluorescence polarization, HTS; purified CAL PDZ, TMR-peptide fluorescence polarization, 1 h; hit rate 0.92% among 300,000; inhibition, % at 24.9 µM; Golgi-associated PDZ and coiled-coil motif-containing protein (Homo sapiens), Q9HD26; AID 602252, 2012;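 active = mean inhibition of at least 30% with at least half of replicates also reaching 30%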;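 also: 0% = DMSO neutral control and 100% = excess unlabeled competitor peptide PRC23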
AddAB inh – growth inhibition of E. coli expressing H. pylori AddAB, primary screen, AddAB inhibitor project, absorbance; inhibition, % at 11.9 µM; hit rate 0.29% among 330,000; AID 435030, 2010; in the data active = inhibition above about 12%;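 also: 0% = vehicle wells of infected cells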
phage Ecoli inh – growth loss of phage-infected E. coli, primary screen, RecBCD inhibitor project, absorbance, with phage, HTS; hit rate 0.26% among 360,000; inhibition, % at 11.9 µM; in the data active = inhibition above about 11%
* hit, by the source's call; / = not tested or not shown.

Values run as follows: MITF TRPM1 HTS, E coli growth, SR-BI HDL uptake, CAL PDZ FP-1, SR-BI DiI-HDL act, Wnt bcat act, Tat export inh, CAL PDZ FP-2, AddAB inh, phage Ecoli inh
CCOc1ccc(CN(C(=O)c2oc3ccccc3c2C)C2CCS(=O)(=O)C2)cc1 (centres undefined)
    -15, -2.0, -1, -1.7, 1, /, -1, 0, -2.9, 0.9
O=C(Cn1cc2c(n1)CCCC2)NCCCN1CCN(c2ccccc2F)CC1
    -8, 0.9, -1, -0.6, 1, -1, -2, 3, 4.0, 2.0
Cc1cccc2c(C(=O)N3CCN(C(=O)c4ccco4)CC3)cc(-c3cccc(Br)c3)nc12
    -27, 0.1, -9, -0.8, 9, -3, 1, 4, -0.5, 2.3
NC(=O)CC(NC(=O)Cc1ccc(Br)cc1)c1ccc(NC2CCN(Cc3ccccc3)CC2)c([N+](=O)[O-])c1 (centres undefined)
    28, -1.5, -2, -1.1, 2, 21, 7, -2, 0.7, 2.4
O=C(c1cn(-c2ccccc2)nc1-c1ccc(F)cc1)N1CCCCC1
    12, -1.1, 27, -3.2, -27, /, 7, -2, 3.2, 2.5
CC(=O)Nc1ccc(NC(=O)c2ccccc2N(C)S(=O)(=O)c2ccccc2)cc1
    -3, -4.3, 8, 0.1, -8, 0, 4, /, 2.6, -1.3
CCn1cc(C(=O)N[C@H](C(=O)NCCCOC)C(C)C)c(=O)c2cc3c(cc21)OCO3
    -6, -3.1, 18, -0.9, -18, 0, -4, -2, 2.2, 0.2
CC1=C(C)CC(C(=O)NCc2c(F)cccc2Cl)C(C(=O)O)C1 (centres undefined)
    0, -0.9, -15, 0.5, 15, /, 13, -4, 1.2, /
COc1ccc(Nc2cc3n(c(=O)n2)CCc2cc(OC)c(OC)cc2-3)c(C)c1
    22, 0.3, 19, -0.8, -19, 0, 10, -11, 0.0, 0.9
Cn1c(=O)cc2c3c(c(N4CCCCC4)ccc31)C(=O)c1ccccc1-2
    /, -0.2, /, /, /, 0, /, /, 0.4, 2.5
COC(=O)c1nnn(-c2nc(N3CCOCC3)nc(N3CCOCC3)n2)c1C
    -5, -1.5, -3, 0.2, 3, -1, 3, -1, -2.5, 0.0
CCOC(=O)c1c(-c2ccc(C)cc2)csc1NC(=O)c1cccc(N2C(=O)CCC2=O)c1
    5, 2.1, 1, -0.5, -1, -2, -1, /, 1.6, 2.6
NC(=O)C1(Nc2ccc(Cl)cc2)CCCC1
    3, /, -25, -0.7, 25, -3, -2, -3, /, 0.6
CCN(CC(=O)NCc1cccs1)C(=O)CCOc1ccccc1C
    13, 2.5, 24, -1.2, -24, 0, -7, -2, 1.0, 4.3
COc1ccc(-n2nc3c(c2NC(=O)c2ccc(S(=O)(=O)N4CCOCC4)cc2)CS(=O)C3)cc1 (centres undefined)
    7, 1.5, -68, -2.2, 68*, 0, 2, 0, -0.5, 2.9
COC(=O)c1ccc(Nc2ncnc3sccc23)cc1
    93*, -0.2, 42, -3.1, -42, 12, 0, -17, 0.6, 2.5
Nc1nc(Cl)c(C=O)c(N2CCCCC2)n1
    -7, -3.2, 9, 0.1, -9, -3, -6, -2, 0.4, 2.6
COCc1cc(CN2CCCC(C(=O)Nc3cccc(-n4cnnn4)c3)C2)ccc1OC (centres undefined)
    -2, -0.1, 10, -4.8, -10, -4, -2, -2, -0.6, 0.6
Cc1cccc(C)c1NC(=S)NC(=O)CCc1ccccc1
    -14, -0.1, -12, -0.4, 12, -1, 8, -1, 5.2, 0.6
CCCn1c(C)cc(C(=O)CN2C(=O)c3cccc(N)c3C2=O)c1C
    63, -0.2, 12, -1.7, -12, /, 5, -2, 6.1, 1.9

The listing continues:
Values run as follows: MITF TRPM1 HTS, E coli growth, SR-BI HDL uptake, CAL PDZ FP-1, SR-BI DiI-HDL act, Wnt bcat act, Tat export inh, CAL PDZ FP-2, AddAB inh, phage Ecoli inh
CCOC(=O)[C@H]1[C@H]2COc3ccc(OC)cc3[C@@H]2N2C(=O)CN(Cc3ccc(Cl)cc3)C(=O)[C@@]12C
    -5, 0.3, 23, -1.1, -23, 2, 13, 0, 1.5, 2.8
O=C(O)/C=C\C(=O)N1CCc2ccccc21
    9, 2.5, 11, -1.0, -11, -2, -9, -2, 3.2, 0.9
CCOC(=O)c1cnc2ccc(OCC)cc2c1NCCCN1CCOCC1
    /, -0.1, -3, -4.6, 3, 1, -12, 5, -0.5, 0.5
CCc1cc[n+](C2=C([O-])c3ccccc3C(=O)/C2=N\S(=O)(=O)c2cccs2)cc1
    -97, -1.7, -29, 0.9, 29, 2, -1, 3, 0.3, 3.6
COc1ccc(C2/C=C\CN(C(=O)CC(C)(C)C)CC(=O)N2Cc2ccc(F)cc2)cc1 (centres undefined)
    4, -1.2, 13, 1.2, -13, -4, -6, 0, 1.3, 1.6
CCCC(NC(=O)c1ccco1)c1nc2ccccc2[nH]1 (centres undefined)
    -9, 0.3, 2, -0.4, -2, 5, 3, -3, 1.8, 3.4
CCCCCCCC(=O)OC(CN1CCCCCC1)CN1CCCC1=O (centres undefined)
    /, 0.4, 7, -0.9, -7, 0, -3, 9, 3.9, 1.3
O=S(=O)(c1ccccc1C(F)(F)F)N1CCN(CC(O)COc2ccccc2F)CC1 (centres undefined)
    -3, /, 14, 0.5, -13, -2, 9, -7, /, -0.7
Cc1ccc(Cl)c2c1NC(=O)C2(O)CC(=O)c1ccc(Br)cc1 (centres undefined)
    -1, 0.3, -9, -1.3, 9, 0, 13, -5, 0.9, 0.0
Cc1cc(C)c2nc(-n3nc(C)cc3N)cc(C)c2c1
    19, -0.5, 38, /, -38, /, -10, -7, 3.0, 2.8
COc1ccccc1NC(=O)Nc1ccccc1C#N
    0, 1.6, 11, -1.3, -11, -1, -2, 4, 0.2, 1.2
CCOC(=O)Cn1nc(C)cc1NC(=O)c1cc(OC)c(OC)c(OC)c1
    -3, -1.8, -10, 1.3, 10, 1, 4, 0, 1.1, -0.7
O=C(CSc1nnc(-c2cccnc2)n1Cc1ccccc1)NCc1ccccc1
    10, -2.6, 8, -2.1, -8, /, -3, 3, -0.6, 0.5
Cc1[nH]c2ccccc2c1-c1csc(NC(=O)CSCCO)n1
    -8, 0.4, 14, 0.7, -14, -1, -6, 1, 0.7, 1.7
CCOc1cc(/C=N/NC(=O)c2ccc(CN3CCOCC3)cc2)ccc1OC
    12, -0.8, 48, -2.5, -48, 1, -6, -3, 2.5, 4.3
O=C(NC(=S)N1CCN(c2ccccc2)CC1)c1ccccc1
    -6, -4.5, 25, -2.5, -25, -1, -3, 0, 1.9, 2.0
O=C1C(NS(=O)(=O)c2cccs2)=C(N2CCN(Cc3ccccc3)CC2)C(=O)c2ccccc21
    -47, -0.9, /, -0.5, /, 0, 1, -6, -2.0, 3.9
CC(=NCC1CCCO1)c1c(O)[nH]c(=O)[nH]c1=O (centres undefined)
    4, 1.8, -20, /, 20, 0, -2, 0, 0.6, 2.5
O=c1[nH]c(N/N=C\c2ccc(F)cc2)nc2ccccc12
    16, 2.0, 13, -1.2, -13, 23, 1, 1, 2.2, 4.0
CC(C)CCNC(=O)C1CC(c2ccccc2[N+](=O)[O-])=NO1 (centres undefined)
    -5, -0.7, -13, -2.5, 13, 9, 8, 1, -1.8, 3.5

Remaining list, next part:
Values run as follows: MITF TRPM1 HTS, E coli growth, SR-BI HDL uptake, CAL PDZ FP-1, SR-BI DiI-HDL act, Wnt bcat act, Tat export inh, CAL PDZ FP-2, AddAB inh, phage Ecoli inh
CC1=C(C(=O)OC(C)C)C(c2cncc(-c3ccc(F)cc3)c2)C(C#N)=C(N)O1 (centres undefined)
    -4, -0.5, 12, -2.9, -12, /, -1, -6, 0.7, -0.6
N#C/C(=C\c1cccc([N+](=O)[O-])c1)C(=O)Nc1cccnc1
    -6, -3.4, 14, -0.8, -14, 0, -2, 3, -2.0, 1.4
COCCNc1nnc(SCC(=O)Nc2cc(C)on2)s1
    -1, -2.8, -39, 0.3, 39, 0, 0, -3, 0.1, 0.6
Cc1ccnc(SCCn2c(Br)nc3c2c(=O)[nH]c(=O)n3C)n1
    -6, -0.4, -35, -0.5, 35, /, 10, -1, 3.0, 0.8
COc1cc(NC(=O)COc2ccccc2C)ccc1NC(=O)c1ccco1
    4, 1.2, 56, -2.5, -56, 2, -1, -3, 1.6, 0.9
Cc1nc(SCC(=O)NCc2ccco2)c2oc3ccccc3c2n1
    -1, -0.5, -2, /, 2, /, -9, -1, -0.7, 1.3
CS(=O)(=O)NC1CCN(Cc2ccccc2)CC1
    -6, 2.0, -32, -1.5, 32, -3, -2, -5, 4.4, 1.8
Cc1nn(C)cc1CNC(=O)c1cccc(F)c1
    2, 2.5, -11, -0.6, 11, -1, -4, -2, 3.8, -0.6
COc1cc2oc(=O)cc(-c3ccc(-c4ccc(F)c(Cl)c4)cc3)c2c(OC)c1OC
    2, 1.8, -1, 0.8, 1, -3, -5, 0, 0.7, 2.9
CN1CCN2c3ncccc3Cc3ccccc3[C@@H]2C1
    0, -0.6, 4, -1.1, -4, -1, 3, -5, -0.9, 4.1
O=C(CCO)c1ccc(O)cc1
    1, 1.0, -6, 0.4, 6, -2, 6, 1, 2.9, 3.4
Cc1ccc(C2C(C#N)=C(N)Oc3n[nH]c(-c4cccs4)c32)cc1 (centres undefined)
    -8, -0.7, -4, -3.0, 4, 3, -1, 2, -1.9, -0.5
CC1(C)Cc2c(sc3c2c(=N)n(Cc2ccco2)c(=O)n3CC(=O)Nc2ccccc2)CO1
    7, -1.9, -3, -1.3, 3, /, 0, -2, 4.2, -0.3
CN(Cc1nc(-c2ccccn2)no1)S(=O)(=O)c1ccc(Cl)cc1
    -7, 1.7, -14, -1.5, 14, -3, 22, -1, -0.5, 2.0
O=c1[nH]c(=S)[nH]c2nccnc12
    -10, /, -12, 0.5, 12, -2, -8, /, /, 2.2
N#Cc1ccc(NC(=O)Cn2cnc(S(=O)(=O)N3CCCCC3)c2)cc1
    -4, 2.0, -3, -1.6, 3, -1, 22, -2, 4.1, 4.1
CC1=C(C(=O)OCc2ccccc2)C(c2ccco2)C2=C(CC(C)(C)CC2=O)N1 (centres undefined)
    -16, -1.5, 10, -0.9, -10, -1, 11, -7, 4.8, 0.2
CCCCn1c(N)c(N(CC(C)C)C(=O)COC(=O)C2(c3ccccc3)CC2)c(=O)[nH]c1=O
    4, -0.5, 22, -1.8, -22, 1, -1, -1, -1.0, -0.5
COCCCNC(=O)CN(c1cc([N+](=O)[O-])ccc1OC)S(C)(=O)=O
    1, -2.6, -16, -0.1, 16, -2, 2, -2, -0.2, 3.2
Cc1cccc(C)c1OCC(=O)NC(Cc1c[nH]c2ccccc12)C(=O)O (centres undefined)
    5, -1.3, -5, -0.5, 5, -2, 2, -2, -0.3, 1.8

Source: PubChem BioAssay
